# High-throughput results (PubChem)
# L major viab: Leishmania major promastigote growth inhibition. actives 9% (n = 200,000). Leishmania major promastigotes, resazurin fluorescence viability. AID 1063. inhibition, % at 10 µM; in the data active means inhibition above about 50%;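 further: promastigotes grown with compound for 44 hours at 28 °C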
# TNAP inh no acc: TNAP (human) inhibition, acceptor-free conditions; purified TNAP, CDP-star luminescence, 30 min; actives 0.26% (n = 200,000); inhibition, % at 20 µM; AID 1012;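 active means tissue-nonspecific alkaline phosphatase inhibition above about 50% at 20 µM in the single-dose screen, limit read from the data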;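 further: 0% = DMSO negative control and 100% = EDTA positive control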
# Target sequence (P05186 whole entry, looked up): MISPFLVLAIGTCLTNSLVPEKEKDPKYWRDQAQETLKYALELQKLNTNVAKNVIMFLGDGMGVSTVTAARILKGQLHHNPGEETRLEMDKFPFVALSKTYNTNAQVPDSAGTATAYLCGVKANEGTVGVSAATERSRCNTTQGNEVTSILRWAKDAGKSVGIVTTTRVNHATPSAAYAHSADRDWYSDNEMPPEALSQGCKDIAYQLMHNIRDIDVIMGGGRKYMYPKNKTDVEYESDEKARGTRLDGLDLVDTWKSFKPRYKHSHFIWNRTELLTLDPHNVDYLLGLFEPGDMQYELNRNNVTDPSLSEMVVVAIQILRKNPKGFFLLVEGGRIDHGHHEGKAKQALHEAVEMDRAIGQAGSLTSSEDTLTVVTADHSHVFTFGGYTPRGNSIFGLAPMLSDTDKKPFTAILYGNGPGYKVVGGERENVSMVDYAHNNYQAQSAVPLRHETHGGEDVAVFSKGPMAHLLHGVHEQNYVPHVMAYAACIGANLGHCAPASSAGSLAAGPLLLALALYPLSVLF
# bIAP inhibitor: intestinal alkaline phosphatase (bovine) inhibition | purified bovine IAP, CDP-star luminescence, 30 min | inhibition, % at 20 µM | 190,000 tested, under 10 active | AID 1019;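 active means over 50% inhibition of intestinal alkaline phosphatase at 20 µM in the single-dose screen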
#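 Assay system – bovine IAP enzyme · Quantity – bovine IAP at 1/65,000,000 final dilution · Detection – CDP-star luminescence signal · Times – 30 min reaction at room temperature · Also added – CDP-star substrate at 30 µM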
# bIAP activator: intestinal alkaline phosphatase (bovine) activation; purified bovine IAP, CDP-star luminescence, 30 min; active compounds read high; fold of DMSO-control signal, blank-subtracted; activation factor at 20 µM; actives 0.17% (n = 200,000); AID 1016;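 active means activation factor of 2 or more at 20 µM, a signal rise over negative controls twice the positive control's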
# TNAP inh hi DEA: inhibitors of human TNAP at high phosphate acceptor concentration; P05186; purified TNAP, CDP-star luminescence, 1 M DEA; inhibition, % at 20 µM; actives 0.03% (n = 200,000); AID 1135;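 active means over 50% inhibition of tissue-nonspecific alkaline phosphatase at 20 µM in the single-dose screen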;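 further: plate controls were DMSO wells for no effect and EDTA-quenched wells as full inhibition for full effect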
# Diaph inh CS: inhibits diaphorase or chemically oxidizes, flagging diaphorase assay artifacts | inhibition, % at 20 µM | AID 1217 | diaphorase resazurin-to-resorufin fluorescence, NADH, 16 min; bacterial (C. kluyveri) enzyme, not human | actives 0.69% (n = 190,000);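 active means primary screen inhibition at 20 µM above a set limit, cut at about 50% in these data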;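 further: plate controls were DMSO with full reaction for no effect and wells lacking NADH for full effect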
#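 Benchmarks: positive control wells lacking NADH, neutral wells with DMSO only. System: bacterial diaphorase enzyme (C. kluyveri). Input: 0.14 U/mL diaphorase, enzyme working solution. Detection: resorufin fluorescence, excitation 544 nm, emission 590 nm. Times: 16-min room-temperature incubation before reading.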
# PMI act satM6P: PMI (human) activation, high substrate. P34949. coupled PMI enzyme assay, resazurin fluorescence, 20 min; active compounds read high; 1 = untreated enzyme, 0 = substrate-free blank. activation factor at 20 µM. actives 0.34% (n = 190,000);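 active means activation factor of 2 or more at 20 µM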
# Target sequence (P34949 whole entry, looked up): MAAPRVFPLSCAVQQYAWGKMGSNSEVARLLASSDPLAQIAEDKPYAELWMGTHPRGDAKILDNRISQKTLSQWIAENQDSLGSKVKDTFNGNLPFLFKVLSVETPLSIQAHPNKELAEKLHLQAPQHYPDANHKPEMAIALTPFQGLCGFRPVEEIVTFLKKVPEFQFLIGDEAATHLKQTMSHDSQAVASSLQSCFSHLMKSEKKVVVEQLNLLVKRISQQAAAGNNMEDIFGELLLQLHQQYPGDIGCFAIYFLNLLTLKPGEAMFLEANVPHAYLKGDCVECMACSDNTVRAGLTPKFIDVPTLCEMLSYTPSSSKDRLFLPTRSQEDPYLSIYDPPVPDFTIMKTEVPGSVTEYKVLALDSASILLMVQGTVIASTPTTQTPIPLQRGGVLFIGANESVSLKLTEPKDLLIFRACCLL
#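 test system = human PMI in coupled enzyme assay | medium = HEPES-buffered pH 7.4 with magnesium and detergent | also added = 1.0 mM mannose-6-phosphate substrate with 0.22 mM NADP+ | compound = 20 µM single dose | times = 20 min incubation at room temperature | measured by = resorufin fluorescence (Ex 544/Em 590 nm) from resazurin via diaphorase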
# Diaphorase act: counter-screen for diaphorase-based assays: diaphorase activators and chemical reducers; Diaphorase/resazurin coupled assay, resorufin fluorescence, 16 min; active compounds read high; 1 = vehicle wells, 0 = NADH-free wells; activation factor at 20 µM; actives 0.005% (n = 190,000);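 active means diaphorase activity raised at least twofold by the compound at 20 µM; inactive means activation factor below 2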
#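 Material: Purified diaphorase enzyme from Clostridium kluyveri | Buffer or medium: 50 mM HEPES pH 7.4 with 4.542 mM MgCl2, 0.005% Tween 20 | Times: 16 min enzyme reaction, ambient temperature | Signal: Red resorufin fluorescence at 544/590 nm excitation/emission | Measure: Increased resorufin signal from activators or reducing compounds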
# PMI act: activators of human phosphomannose isomerase; P34949; purified human PMI, coupled resazurin fluorescence, 20 min; active compounds read high; 1 = vehicle control, 0 substrate-free wells; activation factor at 20 µM; actives 0.005% (n = 190,000);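 active means activation factor of 2 or more at 20 µM, relative to plate controls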
# TNAP act hiacc: activators of human TNAP at high phosphate acceptor concentration. purified TNAP, CDP-star luminescence, 1 M DEA, 30 min; active compounds read high; 0 = EDTA background, 1 = DMSO-only activity. activation factor at 20 µM. 200,000 tested, under 10 active;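 active means activation factor at least 2 at 20 µM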
#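 Control set: EDTA negative control, DMSO positive control / Assay system: human TNAP / Quantity: TNAP 1/800 final / Evaluation: TNAP activation factor scaled between EDTA and DMSO control wells / Measured by: luminescent substrate turnover signal / Compound dosing: one dose, 20 µM / Times: 30 min enzyme reaction at room temperature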
# The depositor's hits bear a star; / = no result given.
SMILES,L major viab,TNAP inh no acc,bIAP inhibitor,bIAP activator,TNAP inh hi DEA,Diaph inh CS,PMI act satM6P,Diaphorase act,PMI act,TNAP act hiacc
CCOC(=O)c1ccc(NC(=S)N(CCCN2CCCCC2)Cc2ccco2)cc1,93*,-16,16,0.8,-6,14,1,0.9,0.9,1.1
COc1ccc(NC(=O)NCCN2CCN(c3cccc(Cl)c3)CC2)cc1,85*,7,6,0.9,5,7,1,0.9,1,0.9
CNC(=O)NC(=O)C(C)OC(=O)c1c2c(nc3ccccc13)/C(=C/c1cccs1)CC2 (stereo unspecified),9,4,8,0.9,9,20,0.9,0.8,1,0.9
CCN(c1ccc(NC(=O)c2ccc(Cl)nc2)cc1)C(C)C,16,-3,10,0.9,-4,11,0.9,0.9,1,1
CCOC(=O)CC1C(=O)NCCN1S(=O)(=O)c1ccccc1 (stereo unspecified),-7,-7,-3,1,-3,8,1,0.9,1,1
Cc1occc1-c1nnc(SCC(=O)Nc2ccccc2N2CCCCC2)n1C,2,-1,-1,1,-2,26,1,0.7,0.9,1
CCN(CC)CC(=O)Nc1sc2c(c1C(=O)c1ccccc1C)CCC2,47,-1,-6,1.1,-4,/,/,/,/,1
C=CCn1c(-c2cccc(OC)c2OC)n[nH]c1=S,-9,-1,17,0.8,-2,11,1,0.9,1,1
COc1cc(C(=O)N2CCN(c3ccccc3OC)CC2)c([N+](=O)[O-])cc1OC,-1,-6,4,1,0,18,0.9,0.8,0.9,1
O=C(O)c1ccc(Nc2ncnc3scc(-c4ccccc4)c23)cc1,-10,-10,-6,1.1,-7,22,0.9,0.8,0.9,1.1

# A section of the results above:
SMILES,L major viab,TNAP inh no acc,bIAP inhibitor,bIAP activator,TNAP inh hi DEA,Diaph inh CS,PMI act satM6P,Diaphorase act,PMI act,TNAP act hiacc
COc1cc(C(=O)N2CCN(c3ccccc3OC)CC2)c([N+](=O)[O-])cc1OC,-1,-6,4,1,0,18,0.9,0.8,0.9,1
O=C(O)c1ccc(Nc2ncnc3scc(-c4ccccc4)c23)cc1,-10,-10,-6,1.1,-7,22,0.9,0.8,0.9,1.1

# Next part
SMILES,L major viab,TNAP inh no acc,bIAP inhibitor,bIAP activator,TNAP inh hi DEA,Diaph inh CS,PMI act satM6P,Diaphorase act,PMI act,TNAP act hiacc
CCCCOc1ccc(C(=O)CCN2CCOCC2)cc1,76*,-5,-11,1.1,-4,-15,1.1,1.1,1.1,1
O=C(Cc1ccccc1Cl)NNC(=O)Nc1ccccc1,3,-11,4,1,-5,5,1,0.9,1.1,1
COc1ccc(C(=O)c2c(C)c3ccccc3n2CC(O)CNC(C)C)cc1 (stereo unspecified),97*,6,5,0.9,-6,-17,1.1,1.2,1.1,1.1
Cc1cccc(-n2cnc3cc(C(=O)N4CCc5ccccc54)ccc32)c1,-2,6,10,0.9,-4,0,1,1,0.9,1
COCCOc1nc2c(c(=O)n(C)c(=O)n2C)n1Cc1cccc(OC)c1,14,-13,0,1,-4,12,1,0.9,1,1
COc1cc(C(=O)N[C@H](C(=O)NC2CCCCCC2)C(C)C)cc(OC)c1OC,33,-20,-9,1.1,-2,2,1.1,1,1,1
O=C1NC(=S)N(c2cccc(Cl)c2)C12CCCCC2,52*,-9,0,1,3,9,1,0.9,1,1
O=c1[nH]c2ccc(S(=O)(=O)N3CCN(c4ccccc4F)CC3)cc2s1,-9,-5,5,1,-5,30,0.9,0.7,0.8,1.1
CCOc1ccc(/C=N/NC(=O)C(C)Sc2ccccn2)cc1OCC (stereo unspecified),0,-5,14,0.9,-5,0,1,1,0.9,1
COc1ccc(-c2ccc(=O)n(CC(=O)Nc3ccc(C(=O)NC4CC4)cc3)n2)cc1OC,-4,-12,-3,1,-5,2,1,1,0.9,1.1

# The list goes on (2 carried over from the part before).
SMILES,L major viab,TNAP inh no acc,bIAP inhibitor,bIAP activator,TNAP inh hi DEA,Diaph inh CS,PMI act satM6P,Diaphorase act,PMI act,TNAP act hiacc
CCOc1ccc(/C=N/NC(=O)C(C)Sc2ccccn2)cc1OCC (stereo unspecified),0,-5,14,0.9,-5,0,1,1,0.9,1
COc1ccc(-c2ccc(=O)n(CC(=O)Nc3ccc(C(=O)NC4CC4)cc3)n2)cc1OC,-4,-12,-3,1,-5,2,1,1,0.9,1.1
CCOC(=O)c1cc2n(c1N)-c1ccccc1C2=O,2,-8,15,0.9,-3,45,0.8,0.6,0.7,1
CCOc1ccc(C(=O)Nc2ccc(N3CCN(S(C)(=O)=O)CC3)cc2)cc1[N+](=O)[O-],10,-6,4,1,-6,-7,1.1,1.1,1,1.1
CCS(=O)(=O)N1CCC(C(=O)NCc2ccc(F)cc2Cl)CC1,-7,-11,3,1,-7,13,1,0.9,1,1.1
Cc1cccc(N/N=C/c2ccccc2O)c1,-8,9,-3,1,-6,0,2.8*,1,1.7,1.1
COc1ccc(NC(=O)Cn2cc(S(=O)(=O)Cc3ccccc3)c3ccccc32)c(OC)c1,3,-8,2,1,0,21,0.8,0.8,0.9,1
Cc1cc2c(c(SCC(=O)NCc3ccc(Cl)cc3)n1)C(=O)OC2,0,-8,4,1,-3,11,0.9,0.9,1,1
CCc1ccc(CN(C)Cc2nc(Cc3ccc(OC)c(OC)c3)no2)nc1,10,-12,-6,1.1,-10,-16,1.2,1.2,1.2,1.1
C=CCSc1nnc(NC(=O)CSc2nc3ccccc3o2)s1,-14,2,0,1,0,6,0.9,0.9,0.9,1
CCOC(=O)N1CCN(Cc2nc3c(c(=O)n(C)c(=O)n3C)n2Cc2cccc(C)c2)CC1,8,-6,-10,1.1,-10,2,1,1,1.1,1.1
CC1Cn2c(nc(=O)c3c2NCN(CCc2ccccc2)C3)S1 (stereo unspecified),4,-2,4,1,3,10,0.9,0.9,0.9,1

# Entries of single compounds, looked up by structure. Order of values: L major viab | TNAP inh no acc | bIAP inhibitor | bIAP activator | TNAP inh hi DEA | Diaph inh CS | PMI act satM6P | Diaphorase act | PMI act | TNAP act hiacc
# CCOc1ccc(C(=O)Nc2ccc(N3CCN(S(C)(=O)=O)CC3)cc2)cc1[N+](=O)[O-] as listed: 10 | -6 | 4 | 1 | -6 | -7 | 1.1 | 1.1 | 1 | 1.1
# CCS(=O)(=O)N1CCC(C(=O)NCc2ccc(F)cc2Cl)CC1 as listed: -7 | -11 | 3 | 1 | -7 | 13 | 1 | 0.9 | 1 | 1.1

# New compounds follow
SMILES,L major viab,TNAP inh no acc,bIAP inhibitor,bIAP activator,TNAP inh hi DEA,Diaph inh CS,PMI act satM6P,Diaphorase act,PMI act,TNAP act hiacc
Cc1cccc(NC(=O)Cn2c([N+](=O)[O-])cnc2C)c1C,-5,-5,5,0.9,2,13,0.9,0.9,0.9,1
COc1ccccc1-c1cc(C(=O)Nc2cc(C)n(Cc3ccc(Cl)cc3)n2)no1,1,-12,8,0.9,-6,-2,1,1,1.1,1.1
CCOC(=O)C1C(c2ccc(O)c(OCC)c2)NC(=S)NC1(O)C(F)(F)F (stereo unspecified),4,-2,6,0.9,-8,1,1.1,1,1.1,1.1
Cc1ccc2c(c1)CN1CN2Cc2cc(C)ccc21,-7,-15,-4,1,-5,-1,1.1,1,1.1,1.1
CC(C)CNC(=O)c1noc2c1CCCC2,-7,-5,15,0.9,-2,17,0.9,0.8,0.9,1
CCN(CCNC(=O)C1CC(=O)N(CCc2ccccc2)C1)c1ccccc1 (stereo unspecified),3,-9,-8,1.1,-3,17,0.9,0.8,0.9,1
O=c1c(Cc2c(F)cccc2Cl)c(O)ccn1CCc1c[nH]c2ccccc12,10,-11,6,0.9,-7,20,1,0.8,1,1.1
Cc1nnc(SC(C)C#N)n1-c1ccccc1 (stereo unspecified),-4,-13,2,1,-6,16,1,0.8,1,1.1
CC(C)Cn1c(N)c(C(=O)COC(=O)c2ccc3c(c2)OCCO3)c(=O)n(C)c1=O,9,-11,-1,1,-4,33,0.8,0.7,0.7,1
COC(=O)Nc1ccc(S(=O)(=O)N2CCN(C)CC2)cc1,-8,-16,15,0.9,-2,21,0.9,0.8,0.9,1
CCc1cccc(NC(=O)CCS(=O)(=O)c2cccc3nonc23)c1,-6,-10,5,1,-3,9,1,0.9,0.9,1
O=C1NC(c2ccccc2)=NC1(NS(=O)(=O)c1ccccc1)C(F)(F)F (stereo unspecified),-3,-1,0,1,2,8,0.9,0.9,0.9,1
O=C(Nc1ccc(Cl)cn1)c1ccc(COCC(F)(F)C(F)F)o1,-8,-17,33,0.7,3,11,0.9,0.9,0.9,1
O=C1c2cccnc2C(O)N1C1CCCCC1 (stereo unspecified),1,-6,-4,1,0,12,1,0.9,1,1
COc1ccc(C(=O)N2CCN(Cc3nc(CC4CC4)no3)CC2)cc1,-4,-11,-5,1,-5,14,1,0.9,0.9,1.1
COc1cccc(Cn2nnc(C(=O)Nc3cc(C)ccc3OC)c2N)c1,7,-11,5,1,-6,24,0.9,0.8,0.9,1.1
CS(=O)(=O)N(CC(=O)NCc1ccco1)c1ccc(OCc2ccccc2)cc1,12,-9,-23,1.2,-3,9,0.9,0.9,0.9,1
CCOC(=O)N1CCN(C(=O)c2ccc(NS(C)(=O)=O)cc2)CC1,-2,-11,16,0.8,-4,14,0.9,0.9,0.8,1
CCN(CC)C(=O)/C(NC(=O)c1ccccc1)=C(/Sc1ncccn1)c1ccccc1,-2,5,2,1,-5,11,0.9,0.9,1,1
COc1ccc(-c2cccc(C(=O)NCC(=O)O)c2)cc1,-6,-10,-12,1.1,-5,5,1,0.9,1,1
Cc1ccc(S(=O)(=O)N2CCC(C(=O)N/N=C/c3ccncc3)CC2)cc1,-1,-1,-24,1.2,-1,15,0.9,0.9,1,1
O=C(N/N=C/c1c(O)n(-c2ccc(Cl)cn2)c(=O)c2ccccc12)C1CC1,-3,-34,19,0.8,4,33,1.7,0.7,1.3,1
CCS(=O)(=O)N1CCCC(C(=O)NCc2ccc(C)cc2)C1 (stereo unspecified),0,-12,0,1,-5,-2,1,1,1,1.1
O=C(CN(C(=O)CSc1nnc(COc2ccccc2)o1)c1ccc(F)cc1)NC1CCCC1,19,-7,-1,1,-2,7,1,0.9,1,1
O=[N+]([O-])c1cc2c(cc1/C=N/n1c(-c3ccccc3)n[nH]c1=S)OCO2,53*,-1,5,0.9,0,55*,1,0.4,1,1
Cc1ccc(C)c2[nH]c(=O)c(CN(CC3CCCO3)S(=O)(=O)c3ccc4c(c3)OCCO4)cc12 (stereo unspecified),12,-8,5,1,-2,3,1,1,1,1
